Screening results as filed in PubChem.
S3 lipid droplet – qHTS Assay for Lipid Storage Modulators in Drosophila S3 Cells; Drosophila S3 cells, BODIPY lipid droplet fluorescence, 18-24 h; cells fed with added oleic acid; lipid storage change, negative = inhibition, % at the top dose, mostly 46.1 µM; hits show Potency in µM; hit rate 0.64% among 320,000; AID 2685; active means well fitted inhibition curve with a large enough effect in the signal ratio, with a control signal flat, not every such curve was filed as active; inconclusive means small, poorly fitted or top-dose-only effect, or effect the other way, or a change in a side signal; the % refers to the signal ratio
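Drosophila S3 cells got compounds at several concentrations plus oleic acid (400 uM solution). Laser-scanning cytometry with 488 nm excitation read lipid droplets at 500-530 nm and cells at 575-640 nm. Percent activity was relative to 20 uM Triacsin C.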
S3 lipid droplet cell count max – further read-out of S3 lipid droplet, marked with its call; cell number change, %; measured here: cell count max response;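 cells counted by Cell Tracker Red CMTPX staining in the red channel; peak over a dose series mostly up to 46.1 µM; percent activity relative to internal control wells on each plate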
Numbers without * were called inactive; i = inactive; ? = inconclusive; / = no result given. On the % scale 0 is the no-effect control and ±100 the full control effect; potency means the concentration at half of the fitted maximal effect.

No.	SMILES	S3 lipid droplet	S3 lipid droplet cell count max
1	Cn1c(NNC(=O)c2ccc(C(C)(C)C)cc2)cc(=O)n(C)c1=O	20%	3
2	CCc1nnc(NC(=O)CCc2ccccc2OC)s1	?	/
3	O=C(CSc1nc2nn(-c3ccccc3)c(=O)c-2c2n1CCCCC2)Nc1ccc(F)cc1F	?	/
4	COc1cccc(NC(=O)C(C)OC(=O)CCCNC(=O)c2ccc(Cl)cc2)c1 (stereo not given)	?	/
5	O=S(=O)(Nc1ccc(Cc2ccncc2)cc1)c1ccc(Br)s1	5%	/
6	Cc1ccc2cccc(Oc3ncnc4sc(C)c(C)c34)c2n1	?	/
7	CCOc1ccc(CCNC(=O)CCOc2cc(C)ccc2C)cc1OCC	?	/
8	Cc1csc(=O)n1CC(=O)OCC(=O)Nc1ccc(F)c(F)c1	?	/
9	C/C(=N\NC(=O)c1ccc(N(C)C)cc1)c1ccc(C)c(C)c1	7%	0
10	Cc1ccc(NC(=O)CCNC(=O)c2ccccc2)cc1F	?	/
11	Cc1cc(C(=O)CSc2nnc(CCC(N)=O)n2C)c(C)n1C1CC1	?	/
12	O=C(NCC(c1cccnc1)N1CCOCC1)c1cccc(Cl)c1 (stereo not given)	?	/
13	CCOC(=O)c1c(CSc2ccsc2)n(C)c2cc(Br)c(O)c(CN(C)C)c12	?	/
14	COc1ccc(CN2C(=O)c3oc4ccccc4c(=O)c3C2c2ccc(O)c(OC)c2)cc1 (stereo not given)	?	/
15	Cc1ccc(S(=O)(=O)NCCC(=O)NCC(c2cccs2)N2CCOCC2)cc1 (stereo not given)	i	/
16	CC(C)NS(=O)(=O)c1ccc(CCC(=O)NCc2ccccn2)cc1	22%	7
17	Cn1c(=O)n(CC(=O)NCC2CCCO2)c(=O)c2c3c(sc21)CCCC3 (stereo not given)	?	/
18	COc1cccc(C(=O)Oc2ccc3ccc(O)cc3c2)c1	?	/
19	CCOC(CCNC(=O)c1cn(C)c(=O)c2c1c1ccccc1n2C)OCC	-2%	21
20	O=C(NN=C1CCCC1)c1[nH]c2ccc(Br)cc2c1-c1ccccc1	?	/
21	CC(C#Cc1ccc2c(c1)COc1c3ccccc3nn1-2)OC(C)(C)C (stereo not given)	-41%	-9
22	COc1cc(C(C)=O)ccc1OCc1nnc(-c2ccccc2Br)o1	?	/
23	Cn1c(SCc2ccccc2)nnc1-c1ccco1	?	/
24	CCOC(=O)Cc1nnc2c(Nc3ccc(Cl)cc3)nc3nonc3n12	-12%	-9
25	O=C(NCc1ccncc1)c1c(F)c(F)c(F)c(F)c1F	i	-11
26	O=C(Nc1cccc(Cl)c1Cl)c1snnc1-c1ccccc1	-5%	17
27	COc1ccc(S(=O)(=O)N2CCC(NC(=O)OCc3c(Cl)cccc3Cl)CC2)cc1	?	/
28	COc1ccc(NC(=O)C(c2ccc(C)cc2)N(C)C(=O)CC2NC(=O)NC2=O)cc1 (stereo not given)	8%	11
29	O=C(NN1CCOCC1)c1cc(-c2ccc(Cl)c(Cl)c2)nc2ccccc12	?	/
30	O=C(NCc1ccco1)C1CCN(S(=O)(=O)c2ccc(-n3cnnn3)cc2)CC1	6%	6
31	Cc1cc(CC(=O)O)n(C)c1C(=O)c1ccc(Cl)cc1	?	/
32	O=C(Nc1cccc(O)c1)c1ccc(NC(=O)C2CCCO2)cc1 (stereo not given)	i	-1
33	CC(C)NC(=O)C1CCCN(c2nnc(-n3cccc3)s2)C1 (stereo not given)	?	/
34	COc1ccc(-c2cc3c(=O)n(CC(=O)Nc4cccc(Cl)c4)ncn3n2)cc1	?	/
35	CC1(c2ccc3ccccc3c2)NC(=O)N(CC(=O)N2CCN(S(=O)(=O)c3ccccc3F)CC2)C1=O (stereo not given)	?	/
36	CCN(CC(=O)NCc1ccc(Cl)cc1)C(=O)CN1C(=O)NC(CC)(c2ccccc2)C1=O (stereo not given)	?	/
37	O=C(c1ccco1)N1CCN(S(=O)(=O)c2ccc(Oc3ccccc3)cc2)CC1	?	/
38	Cc1ccc(S(=O)(=O)N2[C@@H](c3cccc(Cl)c3)C(C(=O)O)=CC[C@H]2c2cccs2)cc1	?	/
39	O=C(NCCN1CCN(C(=O)Nc2ccccc2)CC1)Nc1ccccc1	1%	-1
40	COn1c(SCc2cccc(Cl)c2)nc2ccccc2c1=O	?	/
41	C=CCNC(=S)NNC(=O)c1csc(C)c1CC	i	/
42	O=C(COC(=O)c1ccccc1C(=O)c1ccc(Cl)c([N+](=O)[O-])c1)NC1CCCCCC1	i	/
43	CCCCC(=O)Nc1nn(CC)c2nc3c(C)cccc3cc12	-4%	-6
44	CC(Cc1ccccc1)NC(=O)CC(c1ccccc1)c1ccccc1O (stereo not given)	?	/
45	CN1C(=O)CC(c2ccco2)Sc2ccccc21 (stereo not given)	5%	3
46	CN(C)c1nc(Cl)nc(N(C#N)CCOc2ccccc2)n1	?	/
47	Oc1ccc(/C=N/Nc2cccc(Cl)n2)c(O)c1	?	/
48	CCNC(=O)CC1C(=O)N(c2ccc(F)cc2)C(=O)N1Cc1ccccn1 (stereo not given)	?	/
49	CCc1nc(SCC(=O)O)c2c3c(sc2n1)COC(C)(C)C3	2%	-15
50	C=CCNCCCCOc1ccc(OCC)cc1	?	/
51	Cc1nnc(SCC(=O)c2ccc(Cl)cc2)s1	?	/
52	c1ccc(NCC2OCc3ccccc3CO2)cc1	?	/
53	CC(=O)c1sc(NC(=O)c2c(F)cccc2F)nc1C	?	/
54	Cc1ccc(N(CCCCN2C(=O)c3ccccc3C2=O)C(=O)c2cccc([N+](=O)[O-])c2)cc1	?	/
55	CCCCN(CC)CCCNC(=O)c1ccc(CSc2nc3ccncc3[nH]2)cc1	-12%	2
56	O=C(O)CCCN1C(=O)C2C3CC(C2C1=O)C1C(c2ccccc2)c2sc(=O)n(-c4ccccc4)c2SC31 (stereo not given)	-8%	1
57	COC(=O)CC1(C(=O)OC)Oc2ccc(Br)cc2C(=O)N1c1cc(Cl)c(Cl)cc1Cl (stereo not given)	0%	12
58	C=CCc1ccc(OCC(O)CO)c(OC)c1 (stereo not given)	i	-13
59	CCC(=O)N1C(=O)C2(Nc3ccccc3N2)c2ccccc21	?	/
60	CCN(CC)C(=O)CSc1nnc([C@@H](NC(=O)OC(C)(C)C)C(C)C)o1	-3%	3

Sorted by heavy-atom count (low to high): some entries from above.
No.	SMILES	S3 lipid droplet	S3 lipid droplet cell count max
51	Cc1nnc(SCC(=O)c2ccc(Cl)cc2)s1	?	/
41	C=CCNC(=S)NNC(=O)c1csc(C)c1CC	i	/
31	Cc1cc(CC(=O)O)n(C)c1C(=O)c1ccc(Cl)cc1	?	/
10	Cc1ccc(NC(=O)CCNC(=O)c2ccccc2)cc1F	?	/
9	C/C(=N\NC(=O)c1ccc(N(C)C)cc1)c1ccc(C)c(C)c1	7%	0
20	O=C(NN=C1CCCC1)c1[nH]c2ccc(Br)cc2c1-c1ccccc1	?	/
60	CCN(CC)C(=O)CSc1nnc([C@@H](NC(=O)OC(C)(C)C)C(C)C)o1	-3%	3
44	CC(Cc1ccccc1)NC(=O)CC(c1ccccc1)c1ccccc1O (stereo not given)	?	/
19	CCOC(CCNC(=O)c1cn(C)c(=O)c2c1c1ccccc1n2C)OCC	-2%	21
34	COc1ccc(-c2cc3c(=O)n(CC(=O)Nc4cccc(Cl)c4)ncn3n2)cc1	?	/
57	COC(=O)CC1(C(=O)OC)Oc2ccc(Br)cc2C(=O)N1c1cc(Cl)c(Cl)cc1Cl (stereo not given)	0%	12
38	Cc1ccc(S(=O)(=O)N2[C@@H](c3cccc(Cl)c3)C(C(=O)O)=CC[C@H]2c2cccs2)cc1	?	/
35	CC1(c2ccc3ccccc3c2)NC(=O)N(CC(=O)N2CCN(S(=O)(=O)c3ccccc3F)CC2)C1=O (stereo not given)	?	/
56	O=C(O)CCCN1C(=O)C2C3CC(C2C1=O)C1C(c2ccccc2)c2sc(=O)n(-c4ccccc4)c2SC31 (stereo not given)	-8%	1

Carrying on:
No.	SMILES	S3 lipid droplet	S3 lipid droplet cell count max
61	Cn1cnnc1SCC(=O)Nc1ccccc1	3%	-2
62	CCn1c(=O)c2cc(C(=O)N3CCN(C)CC3)sc2c2ccccc21	?	/
63	COCCNc1nc(C)cc(-c2cc(C(=O)NC3CCCC3)on2)n1	?	/
64	COc1cccc(NC(=O)c2c(F)cccc2F)c1	3%	8
65	COc1ccc(OC)c(NC(=O)C2C3CC4OC(=O)C2C4C3)c1 (stereo not given)	10%	0
66	COC(=O)c1ccc(S(=O)(=O)NCc2ccc(OC)cc2)n1C	3%	16
67	CC(CN1CCOCC1)OC(=O)c1cccs1 (stereo not given)	i	17
68	O=C(NCc1cccs1)C1CCCN(S(=O)(=O)c2ccc3c(c2)OCO3)C1 (stereo not given)	20%	-11
69	CC1CN(C(=S)Nc2ccccc2)N(c2ccccc2)C1 (stereo not given)	1%	6
70	O=C(COC(=O)c1ccc(O)cc1)Nc1cc(C(F)(F)F)ccc1N1CCOCC1	?	/
71	COc1ccc(C2CC2/C(=N/OC(=O)c2cccs2)c2ccccc2)cc1 (stereo not given)	?	/
72	Cc1ccc(N2C(=O)N(CC(=O)Nc3ccc(C)c(C)c3[N+](=O)[O-])C(=O)C2C)cc1 (stereo not given)	10%	/
73	COc1ccc(C(=O)COc2ccccc2N2C(=O)C3C4C=CC(C4)C3C2=O)cc1 (stereo not given)	?	/
74	O=C(O)C1CCCCC1C(=O)Nc1ccc(OCc2ccccc2)cc1 (stereo not given)	?	/
75	COc1ccc(N2CCN(Cc3nc4ccsc4c(=O)[nH]3)CC2)cc1	i	/
76	CCSc1nnc(NC(=O)c2ccc(F)c(S(=O)(=O)N3CCOCC3)c2)s1	?	/
77	COC(=O)CSc1nnc(CNc2ccc(F)cc2)o1	i	12
78	CC(C)c1ccc(NC(=O)N2CCN(S(=O)(=O)c3ccccc3)CC2)cc1	?	/
79	CCN(CC)S(=O)(=O)c1cc([N+](=O)[O-])ccc1NNC(=O)Nc1ccc(Cl)c(Cl)c1	?	/
80	c1csc(-c2csc3ncnc(NCCCN4CCOCC4)c23)c1	i	/
81	CCN(CCCNC(=O)c1cc2cc3ccc(OC)cc3nc2s1)c1ccccc1	i	-10
82	Nc1nnc(CSCc2cccc(Br)c2)s1	?	/
83	CCCCN(CCCC)CCCNC(=O)CN1C(=O)COc2ccc(S(=O)(=O)N3CCC(C)CC3)cc21	i	16
84	CCCCn1c(N)c(N(CC)C(=O)c2ccc(C)cc2)c(=O)[nH]c1=O	?	/
85	COc1ccc(C(=O)Nc2ccc(Cl)cc2F)cc1S(=O)(=O)N1CCCC1	?	/
86	O=C1NC(=Nc2cccnc2)S/C1=C/c1ccc(F)cc1	-10%	21
87	O=C(Nc1ccc2ccccc2c1)c1cccnc1	i	0
88	COc1ccc(-c2cc(C(=O)NCC3CCCO3)on2)cc1OC (stereo not given)	?	/
89	Cc1nc(C)c(C(=O)OCC(=O)N(C)c2ccccc2)s1	12%	9
90	COc1ccc(N=Cc2nc(-c3ccccc3)oc2OC(=O)c2ccccc2)cc1	?	/
91	Cc1[nH]n(-c2cccc3ccccc23)c(=O)c1/C=N/c1sc2c(c1C#N)CCC2	?	/
92	COc1ccc(-c2noc(=O)n2Cc2ccc(F)cc2Cl)cc1	0%	-5
93	O=C(O)CSc1cc(NS(=O)(=O)c2ccc(Br)cc2)c2ccccc2c1O	?	/
94	COc1cccc(OCC(=O)NNC(=O)c2ccc3ccccc3c2)c1	26%	/
95	OCC#CCSc1nnc(-c2ccc(Br)cc2)o1	?	/
96	Nc1nc2c(s1)C(=O)CC(c1ccccc1)C2 (stereo not given)	?	/
97	CC1CCN(C(=O)CSc2nc(C3CC3)nc3ccccc23)CC1	?	/
98	Cc1nnc(Sc2c(N)n(C)c(=O)[nH]c2=O)s1	?	/
99	CC1CCN(S(=O)(=O)c2ccc(S(=O)(=O)N3CCC4(CC3)OCCO4)cc2)CC1	15%	/
100	CC(CN1C(C)CCCC1C)OC(=O)c1cccc(Br)c1 (stereo not given)	?	/
101	O=C(Cn1nc(-c2ccccc2)c2ccccc2c1=O)NN1CCOCC1	9%	5
102	CN(c1ccccc1)S(=O)(=O)c1cc(C(=O)NCCCn2ccnc2)ccc1Cl	15%	-15
103	Cc1ccc(CNC(=O)CCNC(=O)Cn2ccc3ccccc3c2=O)o1	-5%	-2
104	O=C(NC(=S)NC1CCCCC1)c1ccc(Cl)cc1	?	/
105	Cc1ccc(-c2noc(CCC(=O)N3CCCc4ccccc43)n2)cc1	?	/
106	O=c1cc(O)c2c(=O)n(Cc3ccccc3)c3ccccc3c2o1	6%	-16
107	COc1ccc([C@H]2CC(=O)C=C(c3ccc(Cl)c(C(F)(F)F)c3)C2)cc1OC	15%	-18
108	COc1ccccc1CNC(=O)c1ccc(-c2ccccc2Cl)o1	?	/
109	COC(=O)C1CCN(C(=O)COC(=O)C2CCN(S(=O)(=O)c3ccc(C)c(C)c3)CC2)CC1	?	/
110	O=C(Nc1ccc(S(=O)(=O)Nc2ncccn2)cc1)c1cc([N+](=O)[O-])ccc1Cl	i	/
111	CCN(CC)S(=O)(=O)c1cccc(-c2nnc(-c3ccc(C)cc3)o2)c1	?	/
112	CC(Sc1nc(-c2ccccc2)cc(C(F)(F)F)n1)C(=O)Nc1sc2c(c1C#N)CCC2 (stereo not given)	?	/
113	O=C(NCc1ccccc1)c1cc(-c2ccco2)on1	?	/
114	COc1ccc(CNC(=O)CSc2nc(-c3ccccc3)cc(-c3cccs3)c2C#N)cc1	?	/

This is a subset. The share of hits here may be higher or lower than overall.
